CASP6 VEID inh: caspase-6 (human) enzyme inhibition; P55212; purified caspase-6, Z-VEID-R110 cleavage fluorescence; inhibition, % at 12.5 µM; 350,000 compounds, 0.53% hits; AID 686996;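 active means mean inhibition across replicates at least about 35%, with every replicate also reaching that limit, limit read from the data; inconclusive means only one of the two criteria met; inactive means neither criterion met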;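 further: 0% = median of neutral control wells and 100% = no fluorescence left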
Target sequence (P55212 24-179 limits assumed): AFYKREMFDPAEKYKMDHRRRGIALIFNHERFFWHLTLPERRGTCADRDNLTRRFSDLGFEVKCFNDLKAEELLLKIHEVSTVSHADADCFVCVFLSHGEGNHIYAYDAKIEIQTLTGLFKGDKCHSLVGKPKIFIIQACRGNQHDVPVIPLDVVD
Target sequence (P55212 194-293 limits assumed): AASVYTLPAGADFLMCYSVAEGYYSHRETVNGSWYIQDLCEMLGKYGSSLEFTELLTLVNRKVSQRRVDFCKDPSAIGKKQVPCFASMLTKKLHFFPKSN
DENV2 CPE: DENV2-induced cell death inhibition; AID 651640; CPE inhibition, % at 9.99 µM; DENV2-infected cells, cytopathic effect rescue, plate reader; 350,000 compounds, 1.7% hits; in the data active means CPE inhibition above about 20%, passing the limit was not always enough; inconclusive means no clear call, values can overlap the other calls; tested in BHK-21 cells;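 further: 0% = median of neutral control wells and 100% = median of positive control wells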
ERp5 block: blocks human ERp5 reductase activity on insulin | AID 651711 | Q15084 | inhibition, % at 9.99 µM | 350,000 compounds, 0.05% hits | ERp5 insulin aggregation, absorbance 650 nm, 90 min;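 active means mean replicate inhibition above about 25%, with every replicate also reaching it, limit read from the data, passing the limit was not always enough; inconclusive means only one of those two criteria met; inactive means neither criterion met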
Target sequence (Q15084 whole entry, looked up): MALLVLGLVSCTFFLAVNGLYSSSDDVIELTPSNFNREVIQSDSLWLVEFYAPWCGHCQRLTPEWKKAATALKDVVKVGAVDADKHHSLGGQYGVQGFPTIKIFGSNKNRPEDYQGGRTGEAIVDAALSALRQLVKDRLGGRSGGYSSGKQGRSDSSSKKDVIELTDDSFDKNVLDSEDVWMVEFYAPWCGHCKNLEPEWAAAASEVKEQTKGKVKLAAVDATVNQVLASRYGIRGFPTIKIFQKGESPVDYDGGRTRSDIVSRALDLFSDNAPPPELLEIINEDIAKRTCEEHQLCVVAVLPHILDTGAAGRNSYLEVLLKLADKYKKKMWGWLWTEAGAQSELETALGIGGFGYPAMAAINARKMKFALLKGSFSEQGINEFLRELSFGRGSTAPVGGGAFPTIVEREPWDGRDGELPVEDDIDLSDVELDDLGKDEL
CFTR F508del cor: CFTR F508del correction in bronchial cells. CFBE cells, YFP halide quenching; stimulated with forskolin plus potentiator P3; % fluorescence drop versus neutral controls. 350,000 compounds, 0.36% hits. activity (quench increase), % at 7.58 µM;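 active means mean added fluorescence quench of at least 8% versus neutral control, with both replicates also reaching 8%; inconclusive means only one of the mean or replicate conditions met; inactive means mean below 8% and not both replicates reaching 8%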;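 further: cells transiently co-express mutant CFTR-F508del with the halide-sensitive YFP; corrector assay measuring rescue of mutant channel to the surface after 24 h compound exposure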
miR-122 sensor: miR-122 inhibition in Huh7 cells. Huh7 miR-122 Renilla luciferase sensor, 48 h; neutral wells = 0, positive control = 100. activation (reporter increase), % at 12.5 µM. 340,000 compounds, 0.3% hits. AID 602342;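 active means mean replicate activation score at least 90 and every replicate individually at or above 90; inconclusive means only one of the two criteria met; inactive means neither criterion met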;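 further: higher luciferase means less miR-122 activity so hits act as miR-122 inhibitors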
SIRT5 block: sirtuin-5 (human) deacylase inhibition. Q9NXA8. Purified SirT5, succinyl-peptide AMC, trypsin-coupled fluorescence. inhibition, % at 15 µM. 330,000 compounds, 1.1% hits. AID 652115; in the data active means inhibition above about 15%; inconclusive means no clear call, values can overlap the other calls
Target sequence (Q9NXA8 whole entry, looked up): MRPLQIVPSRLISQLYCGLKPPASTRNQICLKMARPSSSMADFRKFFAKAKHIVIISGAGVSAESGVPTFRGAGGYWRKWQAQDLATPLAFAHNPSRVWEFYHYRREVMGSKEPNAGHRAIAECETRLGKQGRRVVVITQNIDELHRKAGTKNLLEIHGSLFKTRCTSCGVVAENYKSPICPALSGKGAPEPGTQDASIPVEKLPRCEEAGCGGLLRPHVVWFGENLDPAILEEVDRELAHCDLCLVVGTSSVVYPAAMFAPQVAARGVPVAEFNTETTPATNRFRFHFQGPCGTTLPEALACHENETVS
ERAP1 HTS inh: ERAP1 (human) enzyme inhibition | recombinant ERAP1, Leu-AMC fluorescence, 60 min | inhibition, % at 10.7 µM | 340,000 compounds, 0.15% hits;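 active means mean replicate inhibition of at least 30%, or all replicates individually reaching that 30% level; inactive means mean below 30% and not every replicate reaching it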;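 further: 0% = neutral control wells and 100% = L-leucinethiol positive control wells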
Starred values were filed as active, the others as inactive; [ ] = dose if it differs, or a comment.

For CCCOc1ccc(-c2cnc(N)s2)cc1 the results were CASP6 VEID inh 1, DENV2 CPE 1, ERp5 block 0, CFTR F508del cor 1.6, miR-122 sensor -8, SIRT5 block -1 and ERAP1 HTS inh -5.
Screening COc1cccc(NC(=O)N2C[C@@H](O)COC[C@H]3O[C@H](CC(=O)NC4CCC4)CC[C@@H]32)c1 returned CASP6 VEID inh 1, DENV2 CPE -5, ERp5 block 1, CFTR F508del cor 3.0, miR-122 sensor -2[16.7 µM], SIRT5 block 0 and ERAP1 HTS inh 0.
For O=[N+]([O-])c1ccc(C[n+]2ccccc2)cc1 the results were CASP6 VEID inh 4, DENV2 CPE 9, ERp5 block -2, CFTR F508del cor 0.0, miR-122 sensor -4 and ERAP1 HTS inh -3.
For CCOc1ccc(NC(=O)CSc2nccn(-c3ccc4c(c3)OCCO4)c2=O)cc1 the results were CASP6 VEID inh -2, DENV2 CPE 13, ERp5 block 1, CFTR F508del cor -3.0, miR-122 sensor -7, SIRT5 block 1 and ERAP1 HTS inh 2.
Cc1ccc([N+](=O)[O-])cc1NC(=O)CNC1CCCCC1 was read as CASP6 VEID inh -2, DENV2 CPE -2, ERp5 block -2, CFTR F508del cor 1.1, miR-122 sensor -11, SIRT5 block -3 and ERAP1 HTS inh 1.
Screening COc1cccc(NC(=O)Nc2cccnc2)c1 returned CASP6 VEID inh -1, DENV2 CPE 3, ERp5 block 4, CFTR F508del cor 1.4, miR-122 sensor 7, SIRT5 block -4 and ERAP1 HTS inh -5.
Screening COc1ccc(C(=O)NCC(=O)NCC(=O)OCC(=O)c2ccc(Br)cc2)cc1 returned CASP6 VEID inh 1, DENV2 CPE -6, ERp5 block 6, CFTR F508del cor -0.5, miR-122 sensor 2, SIRT5 block -1 and ERAP1 HTS inh -6.
`O=C1C(=O)N(CCO)C(c2ccccc2[N+](=O)[O-])/C1=C(\O)c1ccccc1` (stereo not given) gave CASP6 VEID inh 5, DENV2 CPE -7, ERp5 block -2, CFTR F508del cor -2.2, SIRT5 block -2 and ERAP1 HTS inh 3.
`CCN(c1ccccc1)S(=O)(=O)c1ccc(C(=O)NCCc2ccc(S(N)(=O)=O)cc2)cc1` gave CASP6 VEID inh 2, DENV2 CPE -1, ERp5 block -1, CFTR F508del cor 4.4, miR-122 sensor -8, SIRT5 block 0 and ERAP1 HTS inh -3.
For COc1ccc(N2CCN(CC(O)COCCOc3ccc(Br)cc3)CC2)cc1 (stereo not given) the results were CASP6 VEID inh 0, DENV2 CPE -1, ERp5 block -5, SIRT5 block -7 and ERAP1 HTS inh 1.
For CC(C)NC(=O)N(C)C[C@@H]1Oc2ccc(NS(=O)(=O)c3ccccc3)cc2CC(=O)N([C@H](C)CO)C[C@@H]1C the results were CASP6 VEID inh -3, DENV2 CPE 14, ERp5 block -3, CFTR F508del cor 1.1, miR-122 sensor 4[16.7 µM], SIRT5 block -2 and ERAP1 HTS inh -6.
Screening COC(=O)c1ccc(NC(=O)CSCc2ccccc2C)cc1 returned CASP6 VEID inh 4, DENV2 CPE 3, ERp5 block 0, CFTR F508del cor -1.2, miR-122 sensor 9, SIRT5 block 3 and ERAP1 HTS inh 0.
`Cc1cc(N/N=C/c2cccc(Cl)c2)nc(-n2nc(C)cc2C)n1` gave CASP6 VEID inh 2, DENV2 CPE -6, ERp5 block 3, CFTR F508del cor 6.0, miR-122 sensor 1 and SIRT5 block -4.
CC1C=NC(S(=O)(=O)N2CC[C@H]3[C@@H](CO)N(C)c4ccc(C5=CCCCC5)cc4[C@H]32)=N1 (stereo not given in full) was read as CASP6 VEID inh -2, DENV2 CPE -2, ERp5 block 0, CFTR F508del cor 1.3, miR-122 sensor 4[16.7 µM], SIRT5 block 4 and ERAP1 HTS inh 1.
Screening O=C(Cc1cccc(NC(=O)C2CCN(C(=O)C3CCCC3)CC2)c1)Nc1cccc(C(=O)N2CCCC2)c1 returned CASP6 VEID inh 2, DENV2 CPE -13, ERp5 block -1, CFTR F508del cor 0.5 and miR-122 sensor -2.
Screening O=C(CCn1nnnc1CN1CCOCC1)N1CCC(c2ccccc2F)C1 (stereo not given) returned CASP6 VEID inh 1, DENV2 CPE -1, ERp5 block -2, CFTR F508del cor 0.2, miR-122 sensor -7, SIRT5 block -2 and ERAP1 HTS inh 0.
`Cc1ccc(-c2cc(C(=O)NN)n[nH]2)o1` gave CASP6 VEID inh 0, DENV2 CPE 5, ERp5 block -2, CFTR F508del cor 0.1, miR-122 sensor -1, SIRT5 block 1 and ERAP1 HTS inh 2.
For COc1cc(/C=C(\C#N)c2nc3ccccc3[nH]2)ccc1O the results were CASP6 VEID inh 1, DENV2 CPE -8, ERp5 block 1, CFTR F508del cor -5.0, SIRT5 block 7 and ERAP1 HTS inh 6.
`O=C(CCc1ccccc1)N/N=C\c1cc2c(cc1Br)OCO2` gave CASP6 VEID inh 2, DENV2 CPE 3, ERp5 block 0, CFTR F508del cor -0.7, miR-122 sensor -1, SIRT5 block 6 and ERAP1 HTS inh -2.
Screening COc1cccc(NC(=O)COC(=O)CC(NC(N)=O)c2ccc(Cl)cc2)c1 (stereo not given) returned CASP6 VEID inh 0, DENV2 CPE -6, ERp5 block 2, CFTR F508del cor -0.1 and SIRT5 block -7.

Brought forward from above: 4 compounds, then new ones.
`Cc1ccc(-c2cc(C(=O)NN)n[nH]2)o1` gave CASP6 VEID inh 0, DENV2 CPE 5, ERp5 block -2, CFTR F508del cor 0.1, miR-122 sensor -1, SIRT5 block 1 and ERAP1 HTS inh 2.
For COc1cc(/C=C(\C#N)c2nc3ccccc3[nH]2)ccc1O the results were CASP6 VEID inh 1, DENV2 CPE -8, ERp5 block 1, CFTR F508del cor -5.0, SIRT5 block 7 and ERAP1 HTS inh 6.
`O=C(CCc1ccccc1)N/N=C\c1cc2c(cc1Br)OCO2` gave CASP6 VEID inh 2, DENV2 CPE 3, ERp5 block 0, CFTR F508del cor -0.7, miR-122 sensor -1, SIRT5 block 6 and ERAP1 HTS inh -2.
Screening COc1cccc(NC(=O)COC(=O)CC(NC(N)=O)c2ccc(Cl)cc2)c1 (stereo not given) returned CASP6 VEID inh 0, DENV2 CPE -6, ERp5 block 2, CFTR F508del cor -0.1 and SIRT5 block -7.
Screening Cc1cnc(NC(=O)c2ccncc2)s1 returned CASP6 VEID inh 2, DENV2 CPE 3, ERp5 block -6, CFTR F508del cor 0.5, miR-122 sensor 7, SIRT5 block 0 and ERAP1 HTS inh 0.
`Cc1cc2cc(CNC(=O)c3ccc(S(=O)(=O)N4CCCCC4)cc3)ccc2[nH]1` gave CASP6 VEID inh 0, DENV2 CPE 6, ERp5 block 7, CFTR F508del cor 0.0, miR-122 sensor 0, SIRT5 block -1 and ERAP1 HTS inh 4.
`COc1ccc(COc2cc(-c3cccc(OC)c3)nc3ccc(NC(=O)c4ccc(OC)cc4)cc23)cc1` gave CASP6 VEID inh -1, DENV2 CPE 3, ERp5 block 3 and CFTR F508del cor 8.2*.
Nc1nnc(SCc2ccc(F)cc2Cl)s1 was read as CASP6 VEID inh 0, DENV2 CPE -7, ERp5 block -22, CFTR F508del cor -2.2, miR-122 sensor 4, SIRT5 block 0 and ERAP1 HTS inh 3.
`COc1ccc(C)cc1NS(=O)(=O)c1ccc(Br)s1` gave CASP6 VEID inh 2, DENV2 CPE -7, ERp5 block -8, CFTR F508del cor 3.7, SIRT5 block -6 and ERAP1 HTS inh 0.
Screening Cc1ccccc1NC(=O)c1ccc(C)c(S(=O)(=O)Nc2cccnc2)c1 returned CASP6 VEID inh 0, DENV2 CPE 8, ERp5 block -1, CFTR F508del cor 1.5, miR-122 sensor 5, SIRT5 block -7 and ERAP1 HTS inh 2.
`O=C(COC(=O)c1cncc(Br)c1)NC1CCCC1` gave DENV2 CPE inconclusive, ERp5 block 1, CFTR F508del cor -4.1, miR-122 sensor 2, SIRT5 block -3 and ERAP1 HTS inh -1.
Cc1noc(C)c1NC(=O)Nc1ccc2c(c1)C(=O)N([C@@H](C)CO)C[C@H](C)[C@H](CN(C)S(=O)(=O)c1ccc(Cl)cc1)OCCCC[C@@H](C)O2 was read as CASP6 VEID inh 0, DENV2 CPE -6, ERp5 block 2, CFTR F508del cor -1.2, miR-122 sensor 5[16.7 µM], SIRT5 block 5 and ERAP1 HTS inh 1.
For C/C(=C\C(=O)c1ccc(Cl)cc1Cl)N(C)C the results were CASP6 VEID inh -1, DENV2 CPE 2, ERp5 block 0, CFTR F508del cor -1.5, SIRT5 block 0 and ERAP1 HTS inh -3.
For C[C@@H]1CN([C@@H](C)CO)C(=O)c2cccc(NS(=O)(=O)c3ccc(F)cc3)c2O[C@@H]1CN(C)Cc1ccc(C(=O)Nc2ccccc2N)cc1 the results were CASP6 VEID inh 2, DENV2 CPE -7, ERp5 block -7, CFTR F508del cor 2.4, miR-122 sensor 94*[16.7 µM], SIRT5 block 0 and ERAP1 HTS inh -1.
Cn1c(NCc2ccc3occc3c2)nc2cc(-c3cccc(C(F)(F)F)c3)sc2c1=O was read as CASP6 VEID inh -1, DENV2 CPE -2, ERp5 block 2, CFTR F508del cor -0.3, miR-122 sensor -4 and ERAP1 HTS inh 0.
`COc1ccccc1CNS(=O)(=O)c1c(C)nc2scc(C)n2c1=O` gave CASP6 VEID inh 2, DENV2 CPE 0, ERp5 block -3, CFTR F508del cor -6.1, miR-122 sensor -3, SIRT5 block -6 and ERAP1 HTS inh 4.
`COC(=O)c1ccc(CNC(=O)COC(=O)/C=C/c2ccc(O)c(OC)c2)cc1` gave CASP6 VEID inh 0, DENV2 CPE 4, ERp5 block 2, CFTR F508del cor 1.7, miR-122 sensor -2 and ERAP1 HTS inh -2.
For C[C@@H]1CN([C@@H](C)CO)S(=O)(=O)c2ccc(C3=CCCCC3)cc2O[C@@H]1CN(C)Cc1cccc(C(=O)O)c1 the results were CASP6 VEID inh 1, DENV2 CPE 0, ERp5 block 1, CFTR F508del cor -1.2, miR-122 sensor 68[16.7 µM] and ERAP1 HTS inh 0.
For Cc1ccc(S(=O)(=O)Nc2cccc3c2O[C@H](CN(C)Cc2ccc(-c4ccccc4)cc2)[C@@H](C)CN([C@@H](C)CO)C3=O)cc1 the results were CASP6 VEID inh -1, ERp5 block 2, CFTR F508del cor -0.7, miR-122 sensor -6[16.7 µM], SIRT5 block 4 and ERAP1 HTS inh -2.
`COc1cccc(NC(=O)c2ccc3c(c2)CCCC3)c1` gave CASP6 VEID inh 4, DENV2 CPE 0, CFTR F508del cor -4.0, miR-122 sensor 3, SIRT5 block -2 and ERAP1 HTS inh -1.
For CC(C(=O)Nc1ccccc1Br)N1c2cccc3cccc(c23)S1(=O)=O (stereo not given) the results were CASP6 VEID inh 1, DENV2 CPE -1, ERp5 block 5, CFTR F508del cor 0.4, SIRT5 block -1 and ERAP1 HTS inh -3.
O=C(CCNS(=O)(=O)c1ccc(Br)cc1)NCC1CCCO1 (stereo not given) was read as CASP6 VEID inh -2, DENV2 CPE 7, ERp5 block 1, CFTR F508del cor 0.3, miR-122 sensor -1, SIRT5 block -1 and ERAP1 HTS inh -2.
`COc1ccc(C(=O)Nc2ccc3c(c2)CCCN3C(=O)c2cccs2)c(OC)c1` gave CASP6 VEID inh -2, DENV2 CPE -3, ERp5 block -3, CFTR F508del cor 1.3, miR-122 sensor -3, SIRT5 block -4 and ERAP1 HTS inh 3.
For O=C(CNCC1CCCO1)N1CCCCCC1 (stereo not given) the results were CASP6 VEID inh -8, DENV2 CPE 3, ERp5 block 5, CFTR F508del cor 1.5, SIRT5 block -6 and ERAP1 HTS inh -1.
COc1ccc(C#Cc2ccc3c(c2)[C@]2(C(=O)N3)[C@H](C(=O)N3CCc4cc(OC)c(OC)cc4C3)[C@H]3C(=O)O[C@H](c4ccccc4)[C@H](c4ccccc4)N3[C@@H]2c2ccccc2OCCO)cc1 was read as CASP6 VEID inh 1, DENV2 CPE inconclusive, ERp5 block 4, CFTR F508del cor 3.9, SIRT5 block 0 and ERAP1 HTS inh -13.

High-throughput results (PubChem)

Compounds as they come; any-hit rate near 4%.
